Salmonella PhoP GFP – inhibitors of PhoP regulon expression, primary screen, Salmonella Typhimurium, GFP reporter (AID 1863); S. Typhimurium PhoP-regulated promoter GFP reporter, 4 h; higher % means a stronger effect; inhibition, % at 50 µM, or IC50 in µM where a hit was titrated; actives 0.16% (n = 300,000);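 active = inhibition over 29.93%, a cutoff 3 SD above the screen mean, later confirmed by dose response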;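 note: 0% = low Mg2+ inducing control and 100% = high Mg2+ repressing control; strong numbers were not always called active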
b-catenin transl – modulators of beta-catenin nuclear translocation | AID 1665 | nuclear translocation activity, % at 5 µM | HeLa beta-catenin nuclear translocation, immunofluorescence imaging | actives 0.3% (n = 190,000);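 active = nuclear translocation activity above 50% at 5 µM, with a well cell count of 50 or more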;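 note: per-cell ratio of nuclear to cytoplasmic median beta-catenin stain intensity; plate controls were DMSO negative control for no effect and GSK-3 inhibitor IX positive control for full effect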
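Assay system: human HeLa cells, native beta-catenin; doses: 5 µM primary, 0.02–20 µM confirmation; incubation: compound treatment 24 h, 37°C, 5% CO2; technique: fluorescence imaging of beta-catenin antibody stain plus DAPI; measure: % activation, nuclear-to-cytoplasmic median beta-catenin signal ratio per cell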
Autophagy mod – autophagy modulation, high-content screen | MEF GFP-LC3 puncta imaging; test concentration mostly 10 µM | calls only at 10 µM (by protocol) | actives 0.98% (n = 190,000);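 active = percentage of spot-positive cells more than 3 SD above its plate mean, without a fluorescence outlier flag or 80% toxicity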;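 note: spot-positive cell cutoff set from DMSO-treated cells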
ER stress rescue – protection against thapsigargin-triggered cell killing – 384-well, CSM14.1, ATP luminescence, primary screen (AID 1222); CSM14.1 thapsigargin-induced death rescue, ATP luminescence; higher % means a stronger effect; one-dose cellular ATP content (survival), % at 20 µM; EC50 in µM for titrated hits; 190,000 tested, under 10 active;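 active = EC50 below 50 µM in the dose-response confirmation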;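 note: death triggered by thapsigargin at about 15 µM added after 2 h compound pretreatment; cell ATP read after overnight thapsigargin exposure of roughly 18 to 22 hours; normalized against plate controls of thapsigargin alone and 5% DMSO vehicle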
MT stabilize HCS – stabilizes microtubules in HeLa cells. HeLa tubulin immunostaining HCS, 24 h; share of cells brighter than vehicle mean+2SD. % tubulin-high responders, % at 10 µM. actives 0.83% (n = 200,000). AID 2205;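 active = plate Z-score above 3 for both tubulin-high and condensed-nucleus cell shares, with cell loss under 80%, at 10 µM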;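 note: anti alpha tubulin signal scored within the nucleus-defined area of each cell; some results filed as inactive read as strong as hits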
T cell HTS – modulates CD8 T cell binding to vesicles; actives 0.068% (n = 330,000); calls only at 7 µM; 2C CD8+ T cell-vesicle binding, flow cytometry; hits give low values;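 active = response, share of CD8 T cells binding vesicles, and their 90th percentile fluorescence all below set limits, cut at about 80% in these data, passing the limit was not always enough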
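incubation = binding step 1.5 h, 37 °C, antibody labelling 20 min, ice | test system = 2C mouse CD8+ T cells | read-out basis = percent CD8+ FL2 mean versus row control | controls = Peptide-free naked vesicles (low) and QL9 vesicles with 0.7% DMSO vehicle (high) | detection = flow cytometry of vesicle-bound cells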
Hep lipid drop – modulators of hepatic lipid droplet formation; actives 0.4% (n = 240,000); AML12 mouse hepatocytes, oleate lipid droplets, BODIPY imaging; inhibition, % at 6.5 µM; AID 1656;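 active = lipid droplet intensity inhibited by at least 50%, with more than 500 cells counted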
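Test system: AML12 mouse liver cells; schedule: overnight exposure; technique: high-content imaging of BODIPY-stained droplets and DAPI nuclei; read-out: % inhibition of corrected integrated BODIPY droplet signal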
Ins promoter up – MIN6 insulin promoter up-regulation; MIN6 insulin promoter-GFP reporter, high-content imaging; hits give high values; z-score at 5 µM; actives 0.3% (n = 190,000); AID 1625;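 active = z-score above 3 at 5 µM with at least 500 cells counted in the well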
Dynein cargo inh – blocks dynein driven cargo transport along microtubules; 3617.4 mouse cells, GR-EGFP nuclear translocation imaging; test concentration mostly 20 µM; stimulated with dexamethasone, 1 µM; hits give low values; AID 1381; actives 0.47% (n = 220,000); z-score, hits read low;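 active = plate z-score of nuclear minus cytoplasmic receptor signal below a set negative limit, without overly bright fluorescence or cell loss, cut at about -3.5 in these data, passing the limit was not always enough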;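 note: z-score of nuclear minus cytoplasmic ring GR-EGFP intensity difference per well; some compounds called inactive have numbers as strong as hits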
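Medium: Induction medium lacking tetracycline, stripped serum | Probe or stimulus: 1.0 µM final dexamethasone stimulus | Schedule: 48 h induction, then 1 h compound, then 30 min agonist, 37 °C | Signal: Automated 10x imaging of fixed Hoechst-stained cells | Evaluation: Per-cell GR-EGFP intensity, nucleus versus surrounding cytoplasmic ring, well-averaged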
Dynein cargo inh cytoplasmic EGFP – recorded beside Dynein cargo inh, whose call it bears; z-score; measured here: cytoplasmic GR-EGFP intensity; hits give high values
Dynein cargo inh nuclear GR-EGFP – also measured in Dynein cargo inh; calls as there; z-score; measured here: nuclear GR-EGFP intensity;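 lower value marks the stronger effect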
Dynein cargo inh cell count – further read-out of Dynein cargo inh, marked with its call; z-score; measured here: cell count per field
Ins promoter up cell count – second read-out of Ins promoter up, no call of its own (marks repeat the call); cell count; measured here: cytotoxicity, nuclei count;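 total cells summed across four imaged fields per well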
Hep lipid drop cells 6.5 µM – also measured in Hep lipid drop; calls as there; cell count; measured here: cell count, cytotoxicity flag;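 cells counted across two imaged fields per well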
b-catenin transl cell count 5 µM – recorded beside b-catenin transl, whose call it bears; cell count; measured here: cell count, cytotoxicity flag
T cell HTS vesicle-bound % – also measured in T cell HTS; calls as there; double positive events, %; measured here: CD8+ vesicle-bound cell fraction;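 binding gate set so that unloaded-vesicle control wells show 10% double positive cells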
MT stabilize HCS Hoechst-high % – recorded beside MT stabilize HCS, whose call it bears; % Hoechst-high responders; measured here: nuclear condensation Hoechst responders;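 share of cells brighter than vehicle mean plus two SD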
MT stabilize HCS cytotoxicity % – further read-out of MT stabilize HCS, marked with its call; toxicity, %; measured here: cytotoxicity by cell density;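 0% = mean cell density of plate MIN control wells and 100% = no cells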
Autophagy mod cell loss 18 h – further read-out of Autophagy mod, marked with its call; toxicity, %; measured here: cell loss, nuclei count;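 cell loss after 18 h compound exposure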
* = called active by the depositor; i = inactive; . = not tested or not shown.

The opening 2 compounds as a preview:
SMILES	Salmonella PhoP GFP	b-catenin transl	b-catenin transl cell count 5 µM	Autophagy mod	Autophagy mod cell loss 18 h	ER stress rescue	MT stabilize HCS	MT stabilize HCS Hoechst-high %	MT stabilize HCS cytotoxicity %	T cell HTS	T cell HTS vesicle-bound %	Hep lipid drop	Hep lipid drop cells 6.5 µM	Ins promoter up	Ins promoter up cell count	Dynein cargo inh	Dynein cargo inh cytoplasmic EGFP	Dynein cargo inh nuclear GR-EGFP	Dynein cargo inh cell count
CC(C)(C)NC(=O)C(=O)NNC(=O)c1cccc([N+](=O)[O-])c1	0.1%	1.9	1101	i	-15.6	.	2.0	1.3	9.6	i	20.7	7.1	683	-1.16	1294	-0.988	-0.226	-0.416	0.721
C=CCN(CC=C)C(=O)c1ccc(OC2CCN(S(=O)(=O)N(C)C)CC2)cc1	-1.3%	-0.7	1059	i	80.3	0.1%	2.2	1.6	2.6	i	1.8	3.8	751	.	.	-0.553	-0.377	-0.218	0.873

The whole of this part, previewed entries included:
SMILES	Salmonella PhoP GFP	b-catenin transl	b-catenin transl cell count 5 µM	Autophagy mod	Autophagy mod cell loss 18 h	ER stress rescue	MT stabilize HCS	MT stabilize HCS Hoechst-high %	MT stabilize HCS cytotoxicity %	T cell HTS	T cell HTS vesicle-bound %	Hep lipid drop	Hep lipid drop cells 6.5 µM	Ins promoter up	Ins promoter up cell count	Dynein cargo inh	Dynein cargo inh cytoplasmic EGFP	Dynein cargo inh nuclear GR-EGFP	Dynein cargo inh cell count
CC(C)(C)NC(=O)C(=O)NNC(=O)c1cccc([N+](=O)[O-])c1	0.1%	1.9	1101	i	-15.6	.	2.0	1.3	9.6	i	20.7	7.1	683	-1.16	1294	-0.988	-0.226	-0.416	0.721
C=CCN(CC=C)C(=O)c1ccc(OC2CCN(S(=O)(=O)N(C)C)CC2)cc1	-1.3%	-0.7	1059	i	80.3	0.1%	2.2	1.6	2.6	i	1.8	3.8	751	.	.	-0.553	-0.377	-0.218	0.873
Nc1nnc(SCCOc2ccccc2)s1	10.0%	0.8	937	i	8.7	-3.7%	2.3	2.6	10.5	i	56.6	-16.8	716	-0.25	1359	0.902	-0.256	0.639	0.694
CN(C)S(=O)(=O)N1CCN(C(=O)N2CCCCCC2)CC1	0.5%	.	.	i	1.7	-1.2%	2.6	2.0	4.5	.	.	12.4	846	0.33	989	0.694	-0.177	0.387	0.34
c1coc(CNCc2cccs2)c1	2.6%	0.0	483	i	5.2	-2.2%	3.6	2.2	3.7	i	19.9	19.4	756	.	.	0.223	-0.245	0.198	-0.137
O=C(Nc1ccc(Oc2ncnc3cc(Cl)ccc23)nc1)c1ccc(F)cc1	-11.3%	-0.1	1386	.	.	.	.	.	.	i	28.2	19.4	713	-0.57	1389	-0.1	-0.28	-0.308	0.326
C=CCSc1nc(-c2ccc3c(c2)OCO3)cc(C(F)(F)F)c1C#N	-9.0%	0.4	1391	i	-4.5	1.1%	1.5	1.5	7.7	i	30.4	.	.	0.94	1604	-0.615	-0.167	-0.461	0.327
O=C(NCCCN1CCN(Cc2ccccc2Cl)CC1)Nc1ccccc1	6.3%	-2.9	1089	i	-7.8	-3.0%	0.9	1.7	4.3	i	42.7	-0.3	764	1.18	1211	0.63	-0.242	0.507	0.41
CCc1ccc2c(c1)cc(CN(Cc1ccco1)C(C)=O)c1nnnn12	-6.2%	-1.7	1125	i	24.2	-0.9%	1.9	2.4	9.6	i	62.7	-4.3	691	-1.11	1298	0.105	-0.257	-0.0225	0.189
C=CCn1c(COc2ccc(CC)cc2)nnc1SCC(=O)N(C)C1CCS(=O)(=O)C1 (stereo unspecified)	13.3%	1.6	1159	i	5.2	-0.9%	2.7	0.6	4.4	i	38.5	.	.	.	.	-1.04	0.963	-0.339	-0.0359
S=c1[nH]nc(-c2ccco2)n1-c1cccc2ccccc12	-5.4%	-2.5	1041	i	-2.5	0.4%	4.2	2.3	3.9	i	11.5	-19.0	747	-0.74	1752	-0.743	-0.0422	0.0956	-0.745
Nc1ccc(S(=O)(=O)Nc2nccc(/C=C/c3ccccc3F)n2)cc1	3.6%	-4.3	1141	i	-16.2	1.1%	3.8	2.1	11.1	i	43.2	-3.4	694	-0.43	1614	-0.0479	-0.108	-0.0305	-0.315
O=C(CN1CCN(c2ncc(C(F)(F)F)cc2Cl)CC1)Nc1ccc2c(c1)OCO2	-7.4%	0.9	1014	i	-4.6	-3.3%	2.4	1.9	13.2	i	10.7	1.5	673	-0.49	1758	-0.596	-0.243	-0.105	0.333
Cc1ccc(NC(=O)C2(c3ccccc3)CCCC2)nc1	.	.	.	i	2.1	.	3.9	1.9	3.5	i	21.6	.	.	.	.	-1.81	-0.236	-1.12	1.09
O=C(/C=C\Nc1ccccn1)c1ccc(Cl)cc1	-0.5%	0.4	1362	i	3.4	-2.1%	3.4	2.0	3.2	i	35.1	.	.	-0.12	1548	-1.35	-0.33	-0.746	0.703
COCCn1c(=NC(=O)C2COc3ccccc3O2)sc2cc(S(N)(=O)=O)ccc21 (stereo unspecified)	6.4%	-2.1	1030	i	8.2	-0.1%	3.0	4.1	8.3	i	9.6	2.1	606	-0.04	1289	0.122	-0.272	-0.306	0.509
CCN1C(=O)/C(=C/C=C2/Sc3ccc4ccccc4c3N2CCO)SC1=S	-1.2%	31.2	416	i	-3.8	0.4%	25.7	1.6	2.9	i	32.3	76.8*	598*	-0.37	1460	1.39	2.71	2.55	-2.96
CS(=O)(=O)Nc1cccc(C2=NN(S(C)(=O)=O)C(c3ccc4c(c3)OCO4)C2)c1 (stereo unspecified)	-3.6%	-0.3	506	i	8.1	-1.7%	17.0*	15.7*	42.9*	i	36.7	-5.0	635	1.03	1261	-0.731	-0.219	-0.158	1.41
C=CCn1c(SCC(=O)Nc2sccc2C#N)nc2sc(C)c(C)c2c1=O	-8.1%	0.2	1191	i	-12.2	-0.3%	1.6	1.5	8.6	i	10.6	7.5	718	-0.19	1304	-0.699	1.54	-0.0184	-0.0492
C=CCSc1ncc(-c2ccccc2)cn1	-6.1%	0.1	1044	i	-5.4	-0.8%	1.9	3.3	5.4	i	54.3	.	.	-0.06	1175	3.27	-0.0948	1.87	-1.83
O=C(O)CCCC(=O)NNc1ncnc2ccccc12	-38.1%	-0.6	551	i	-0.4	3.5%	4.9	1.7	7.8	i	52.2	2.6	573	0.29	1501	0.155	-0.304	-0.0429	-0.252
O=C(O)C1CCCCC1C(=O)NCc1cn2ccccc2n1 (stereo unspecified)	5.7%	0.2	1083	i	4.8	-2.5%	4.7	2.1	5.4	i	16.5	9.7	678	-0.01	1873	-0.194	-0.234	0.0827	0.377
CCOC(=O)c1cccc(NC(=O)CNC(=O)C2CCCCC2)c1	-7.1%	-0.9	1392	i	2.3	-1.4%	3.8	1.4	0.6	i	28.8	.	.	1.57	1170	1.17	-0.511	0.249	0.367
CC(=O)OC(C(=O)NCc1ccco1)c1ccncc1 (stereo unspecified)	4.2%	-2.1	880	i	-2.6	0.2%	1.4	2.1	4.5	i	42.2	.	.	.	.	-0.142	-0.183	0.159	0.54
COc1ccc(C)cc1NC(=O)C(Sc1nnc(-c2ccncc2)n1-c1ccc(Cl)cc1)c1ccccc1 (stereo unspecified)	30.8%	3.1	786	i	14.3	20.1%	5.4	1.3	10.9	i	55.1	2.7	591	0.86	1441	-0.393	-0.217	-0.147	1.31
COc1cc2c(c(O)c1OC)C(=O)C(OC)CCC2 (stereo unspecified)	12.1%	0.9	1349	i	11.9	-2.0%	5.1	1.9	2.5	i	2.4	.	.	0.51	1388	-0.0842	-0.439	-0.144	0.849
CCCCn1c(=NC(=O)c2ccc3c(c2)OCO3)c(C#N)cc2c(=O)n3cccc(C)c3nc21	-7.9%	-3.4	997	i	11.3	0.8%	6.1	3.9	17.1	i	57.2	.	.	.	.	1.36	-0.0475	0.441	-0.708
CCOc1ccc(NS(=O)(=O)c2ccc(OC)c(NC(=O)c3ccc4c(c3)OCCO4)c2)cc1	3.6%	-3.8	512	i	-5.4	-2.1%	3.2	4.1	9.4	i	47.8	-5.0	597	0.01	1185	-0.441	-0.292	-0.578	0.425
COc1cc(/C=C/CO)cc(OC)c1OC/C=C(\C)CCC=C(C)C	0.7%	0.0	1027	.	.	.	.	.	.	i	24.0	-18.5	774	0.61	973	-1.9	-0.221	-0.932	-0.498
O=C(NC(=O)c1ccccc1)OCC(F)(F)F	-0.3%	-1.6	873	i	0.3	-0.3%	3.3	2.2	2.7	i	7.0	.	.	2.11	1348	-0.775	-0.0746	-0.427	0.715
COc1ccccc1CNC(=O)C1CC(c2c(Cl)cccc2Cl)=NO1 (stereo unspecified)	6.2%	0.1	1293	i	4.5	-0.6%	2.4	1.6	9.7	i	16.1	.	.	-0.56	1466	0.572	-0.204	0.0594	0.0521
CS(=O)(=O)N(CC(=O)Nc1c(F)cccc1F)c1ccc(C23CC4CC(CC(C4)C2)C3)cc1	-7.0%	-0.9	1377	i	9.9	1.1%	3.1	1.2	7.4	i	10.8	.	.	0	1516	-0.0273	-0.0319	0.473	0.852

Compound activity as filed in PubChem.
